# GC-B act = GC-B (human) receptor activation; P20594; HEK293-GC-B cells, CNP EC30, cGMP TR-FRET; 0% at EC30 CNP, 100% saturating CNP; activation, % at 10 µM; 0.11% of 370,000 active;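 active = activation at 10 µM reaching about 35% in either raw or pattern-adjusted values, limit read from the data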
# PRMT1 inh = PRMT1 (human) inhibition, primary screen; Q99873; recombinant PRMT1, activity-based probe fluorescence polarization; inhibition, % at 2.79 µM; 1.3% of 370,000 active;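 active = inhibition above about 21% made by adding two undisclosed values, limit read from the data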
# GC-A act = GC-A (human) enzyme activation. HEK293 GC-A cells, cGMP TR-FRET, EC30 ANP; 0% at EC30 ANP, 100% saturating ANP. P16066. activation, % at 10 µM. 0.14% of 370,000 active; in the data active = activation above about 40%
# HTRA1 inhibitor = inhibitors of human serine peptidase HTRA1. inhibition, % at 5.96 µM. 0.5% of 340,000 active. Q92743. recombinant HTRA1, FP-rhodamine activity-based probe, fluorescence polarization; in the data active = inhibition above about 36%;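 note: 0% = enzyme with DMSO and 100% = wells lacking enzyme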
# UHRF1 binding = blocks human UHRF1 binding to methylated DNA | Q96T88 | UHRF1 binding to methylated oligo, TR-FRET | inhibition, % at 4.4 µM | 0.75% of 370,000 active; in the data active = inhibition above about 21%;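 note: UHRF1 SRA domain binding a hemimethylated CpG hairpin DNA probe; 0% = median of test compound wells and 100% = reference inhibitor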
# SIAE inh = human SIAE inhibition, primary screen. 0.69% of 370,000 active. SIAE FP-Rh probe binding, fluorescence polarization. AID 1053197. Q9HAT2. inhibition, % at 9.66 µM;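 active = inhibition above a cutoff: mean of compounds within the control limits plus 3 SD of those, cut at about 17% in these data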;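 note: 0% = plate median of compound wells and 100% = probe without SIAE protein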
# Target sequence (Q9HAT2 whole entry, looked up): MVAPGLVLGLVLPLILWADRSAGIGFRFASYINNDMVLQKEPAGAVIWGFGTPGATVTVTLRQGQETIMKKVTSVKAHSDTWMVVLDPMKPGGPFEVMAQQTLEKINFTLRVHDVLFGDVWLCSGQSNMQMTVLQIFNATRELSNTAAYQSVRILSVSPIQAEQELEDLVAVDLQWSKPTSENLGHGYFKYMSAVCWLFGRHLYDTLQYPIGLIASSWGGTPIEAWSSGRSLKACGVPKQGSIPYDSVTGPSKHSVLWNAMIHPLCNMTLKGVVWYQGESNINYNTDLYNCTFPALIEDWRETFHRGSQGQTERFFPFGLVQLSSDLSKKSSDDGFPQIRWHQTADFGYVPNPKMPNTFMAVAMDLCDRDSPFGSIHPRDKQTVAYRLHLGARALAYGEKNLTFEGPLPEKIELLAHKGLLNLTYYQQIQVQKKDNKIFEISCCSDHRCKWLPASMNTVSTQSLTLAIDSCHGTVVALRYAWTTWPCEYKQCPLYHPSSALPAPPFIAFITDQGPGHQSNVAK
# rCAG RNA binder = r(CAG) repeat RNA binding; TO-PRO-1 dye displacement fluorescence; inhibition, % at 3 µM; 1.3% of 370,000 active;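 active = inhibition above the plate cutoff, the mean of all test compounds on that plate plus 3 SD, cut at about 35% in these data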;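 note: 0% = DMSO alone and 100% = 100 µM mitoxantrone as full dye displacement; higher means more dye released from RNA so lower well fluorescence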
# TCR-CD3 inh = blocks the human TCR-CD3 interaction. AID 651800. inhibition, % at 9.4 µM. 0.37% of 360,000 active. TAMRA-labeled TCR probe fluorescence, biochemical; in the data active = inhibition above about 19%;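 note: recombinant mutant TCR 2C K166C tagged with TAMRA read by polarization; 0% = receptor in buffer alone and 100% = receptor with positive control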
# MBD2 DNA inh = MBD2-methylated oligo binding inhibition. Q9UBB5. TR-FRET, MBD2 binding to methylated oligonucleotide. inhibition, % at 4.4 µM. 0.31% of 370,000 active. AID 686964; in the data active = inhibition above about 13%
# ABHD4 inh = ABHD4 (mouse) inhibition, primary FP screen | 0.54% of 370,000 active | purified mABHD4, FP-Rh probe fluorescence polarization | Q8VD66 | inhibition, % at 8.92 µM;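 active = inhibition exceeding the mean over every tested compound plus 3 SD, cut at about 30% in these data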;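 note: 0% = plate median of compound wells and 100% = S159A mutant with DMSO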
# Target sequence (Q8VD66 whole entry, looked up): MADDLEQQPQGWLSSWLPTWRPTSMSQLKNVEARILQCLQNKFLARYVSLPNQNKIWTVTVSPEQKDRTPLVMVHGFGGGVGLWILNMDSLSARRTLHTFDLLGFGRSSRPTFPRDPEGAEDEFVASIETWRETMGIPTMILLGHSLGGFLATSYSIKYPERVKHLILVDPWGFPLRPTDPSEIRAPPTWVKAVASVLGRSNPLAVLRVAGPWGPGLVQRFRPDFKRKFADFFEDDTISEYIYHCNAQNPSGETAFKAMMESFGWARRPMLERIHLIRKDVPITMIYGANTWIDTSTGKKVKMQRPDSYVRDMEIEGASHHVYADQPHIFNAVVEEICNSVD
#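 System: mouse ABHD4 enzyme, wild type / Medium: HEPES pH 7.0, NaCl, Pluronic buffer / Reagent: FP-Rh activity-based fluorescent probe / Control set: S159A mutant high control, sample median low control / Detection: fluorescence polarization with parallel and perpendicular emission, 525/598 nm / Schedule: 45 min + 60 min at 25 °C / Compound dosing: 8.92 µM, single dose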
# Numbers without * were called inactive; . = no result given.
SMILES,GC-B act,PRMT1 inh,GC-A act,HTRA1 inhibitor,UHRF1 binding,SIAE inh,rCAG RNA binder,TCR-CD3 inh,MBD2 DNA inh,ABHD4 inh
Cc1cc(=O)[nH]c(SCC(=O)c2ccccc2)c1C#N,-6,7,-3,-1,-4,-3,3,2,-4,10
COc1nccnc1NS(=O)(=O)c1ccc(NC(=O)c2cccc(C)c2)cc1,6,2,1,7,10,3,4,2,1,4
CC12CCC(C(NC(=S)NN)C1=O)C2(C)C (stereo unspecified),4,0,0,6,-1,4,1,1,1,-5
CC(=O)Nc1cccc(N=NN2CCOCC2)c1,-5,3,6,.,-3,2,-2,4,-2,4
COc1cc(N2N=C(c3ccccc3)CC2c2ccccc2)c(C=O)cc1C=O (stereo unspecified),-7,-2,-18,-4,-2,9,1,-1,-1,-2
CCOc1ccccc1N1CC(C(=O)N2CCN(Cc3ccc(C#N)cc3)CC2)CC1=O (stereo unspecified),-1,4,-1,0,0,-4,0,4,-1,1
CCN(CC)C(=O)CSc1nc2ccc(NC(=O)CSc3nnc(N)s3)cc2s1,-6,-5,-10,-3,-1,-4,12,6,3,-5
COc1ccc(S(=O)(=O)N2Cc3ccccc3CC2C(=O)N2CCOCC2)cc1 (stereo unspecified),6,-1,-2,-1,1,3,-2,8,-2,6
COc1ccc(CC(=O)N(C)CC(=O)Nc2ccc(F)cc2)cc1S(=O)(=O)N1CCOCC1,0,-1,1,11,1,13,3,-3,-2,-7
CC(=O)c1c(C)[nH]c(C(=O)N2CCCCCC2)c1C,5,0,1,1,-1,1,0,9,-1,3
CCCc1nnc(NC(=O)OCC)s1,-3,-3,-1,6,-1,-1,0,0,-3,1
CCOC(=O)C1=NN(C(C)=O)C2(CC(=O)N(c3cccc(C)c3)C2=O)C1 (stereo unspecified),-1,-2,2,8,0,-1,-5,5,19*,6
CCN(CC)CCCNC(=O)CCn1nc(-c2ccccc2)ccc1=O,1,-2,0,1,-1,-5,-3,6,-2,0
O=C(NN1C(=O)C2C3C=CC([C@@H]2C1=O)C31CC1)c1ccccc1 (stereo partly specified),-3,5,6,5,1,-7,-2,-12,2,-1
COc1ccc(C2c3ccsc3CCN2C(=O)NC(C)(C)C)cc1 (stereo unspecified),-21,-1,-16,-3,2,8,-9,-12,5,-9
COC(=O)C[C@H]1C=C[C@@H](NS(=O)(=O)c2ccccc2)[C@@H](CO)O1,0,1,2,.,0,0,2,4,1,-1
COC(=O)c1ccc(S(=O)(=O)N2CCC(NC(=O)Cc3cccc(C)c3)CC2)cc1,2,3,-2,.,4,1,3,.,0,3
CCc1ccc(Cn2nnc(C(=O)Nc3cccc(C)c3)c2N)cc1,-7,-10,-2,0,-2,1,2,4,-1,-6
CN(c1ccccc1C(=O)N1CCN(c2cccc(Cl)c2)CC1)S(C)(=O)=O,1,0,-3,-4,0,2,-4,8,-7,0
CSc1ccccc1NC(=O)Nc1cccc2ccccc12,-3,1,-2,1,0,-4,0,-1,0,-6

# Ordered by heavy-atom count (ascending): 16 of the compounds above.
SMILES,GC-B act,PRMT1 inh,GC-A act,HTRA1 inhibitor,UHRF1 binding,SIAE inh,rCAG RNA binder,TCR-CD3 inh,MBD2 DNA inh,ABHD4 inh
CCCc1nnc(NC(=O)OCC)s1,-3,-3,-1,6,-1,-1,0,0,-3,1
CC12CCC(C(NC(=S)NN)C1=O)C2(C)C (stereo unspecified),4,0,0,6,-1,4,1,1,1,-5
CC(=O)Nc1cccc(N=NN2CCOCC2)c1,-5,3,6,.,-3,2,-2,4,-2,4
CC(=O)c1c(C)[nH]c(C(=O)N2CCCCCC2)c1C,5,0,1,1,-1,1,0,9,-1,3
Cc1cc(=O)[nH]c(SCC(=O)c2ccccc2)c1C#N,-6,7,-3,-1,-4,-3,3,2,-4,10
CSc1ccccc1NC(=O)Nc1cccc2ccccc12,-3,1,-2,1,0,-4,0,-1,0,-6
O=C(NN1C(=O)C2C3C=CC([C@@H]2C1=O)C31CC1)c1ccccc1 (stereo partly specified),-3,5,6,5,1,-7,-2,-12,2,-1
COc1ccc(C2c3ccsc3CCN2C(=O)NC(C)(C)C)cc1 (stereo unspecified),-21,-1,-16,-3,2,8,-9,-12,5,-9
CCc1ccc(Cn2nnc(C(=O)Nc3cccc(C)c3)c2N)cc1,-7,-10,-2,0,-2,1,2,4,-1,-6
CCN(CC)CCCNC(=O)CCn1nc(-c2ccccc2)ccc1=O,1,-2,0,1,-1,-5,-3,6,-2,0
CN(c1ccccc1C(=O)N1CCN(c2cccc(Cl)c2)CC1)S(C)(=O)=O,1,0,-3,-4,0,2,-4,8,-7,0
COc1nccnc1NS(=O)(=O)c1ccc(NC(=O)c2cccc(C)c2)cc1,6,2,1,7,10,3,4,2,1,4
CCN(CC)C(=O)CSc1nc2ccc(NC(=O)CSc3nnc(N)s3)cc2s1,-6,-5,-10,-3,-1,-4,12,6,3,-5
COC(=O)c1ccc(S(=O)(=O)N2CCC(NC(=O)Cc3cccc(C)c3)CC2)cc1,2,3,-2,.,4,1,3,.,0,3
CCOc1ccccc1N1CC(C(=O)N2CCN(Cc3ccc(C#N)cc3)CC2)CC1=O (stereo unspecified),-1,4,-1,0,0,-4,0,4,-1,1
COc1ccc(CC(=O)N(C)CC(=O)Nc2ccc(F)cc2)cc1S(=O)(=O)N1CCOCC1,0,-1,1,11,1,13,3,-3,-2,-7

# Later entries
SMILES,GC-B act,PRMT1 inh,GC-A act,HTRA1 inhibitor,UHRF1 binding,SIAE inh,rCAG RNA binder,TCR-CD3 inh,MBD2 DNA inh,ABHD4 inh
O=C(Nc1ccccn1)C1CCN(C(=O)c2ccc(F)cc2)CC1,1,2,1,0,2,-3,-7,-4,6,0
O=S1(=O)CC(N2CCN(c3ccccn3)CC2)CN1Cc1ccc(F)cc1 (stereo unspecified),-1,1,0,.,-1,5,0,1,1,4
O=C(CN1CCN(S(=O)(=O)c2ccccc2F)CC1)NC1CCCC1,-1,-1,2,-3,-2,5,-2,7,0,4
CC(NC(=O)CN1CCN(S(=O)(=O)c2ccc(Br)cc2)CC1)c1ccccc1 (stereo unspecified),-4,-1,1,-3,2,1,-3,10,4,-11
COc1ccc(-c2nnn(CC(=O)N(Cc3ccc(F)cc3)C(C(=O)NC3CCCC3)c3ccc(F)cc3)n2)cc1 (stereo unspecified),6,0,-4,-4,1,-2,3,3,-5,-5
CC(C)(C)C(=O)NC1CCN(S(=O)(=O)c2cccc(C(F)(F)F)c2)CC1,5,-2,0,1,0,2,-4,5,-3,6
Fc1ccc(-c2nc3ccncc3[nH]2)cc1,.,10,.,-3,4,-5,5,0,8,-13
Cc1c(NC(=O)c2ccc([N+](=O)[O-])o2)cccc1-c1nc2ncccc2o1,-5,4,2,3,2,0,-1,5,4,5
COc1ccc(CN2CCNC(=O)C2CC(=O)NCc2cn3ccc(C)cc3n2)c(OC)c1 (stereo unspecified),3,-3,-3,6,-1,4,-2,1,-1,4
O=C(O)CC(Cn1cnnn1)c1ccccc1 (stereo unspecified),-1,0,0,-5,-1,12,2,-1,-1,-4
O=C(N/N=C/C=C/c1ccccc1[N+](=O)[O-])c1cccs1,-8,-4,3,0,-1,17,-1,3,-2,-3
O=C1NC2CCc3nc4ccccc4c(=O)n3C2=Nc2ccccc21 (stereo unspecified),2,3,0,-2,1,4,1,-1,1,3
CC(C)C(NC(=O)C1CCC(C(C)(C)C)CC1)C(=O)NCCCN1CCCCC1 (stereo unspecified),1,5,4,13,3,2,-6,-6,11,-11
Cc1nc2c(C(=O)NCCc3ccccc3)c[nH]n2c(=O)c1Cl,-1,0,-3,-12,1,16,64*,5,-2,-30
C/C(=N/OC(=O)CC(C)C)c1cc(-c2ccc(Cl)cc2)no1,-2,1,13,-3,-1,0,-2,5,-2,-7
Cc1c(Cl)cccc1-c1ccc(/C=N/n2cnnc2)o1,-12,3,-2,-11,2,-4,5,-2,0,1
CCC(C)(C)C1CCC(=NNC(=S)Nc2ccccc2)CC1 (stereo unspecified),-4,0,2,1,-3,-1,0,-2,0,-1
Cc1cc(C)n2c(=O)c3ccc(Cl)cc3nc2c1C#N,-1,-2,10,-2,0,-9,-1,-7,-2,-4
CSc1cccc(NC(=O)C(C)C)c1,-2,0,-1,1,-2,3,0,2,-3,-4
CCOC(=O)C1CCN(C(=O)C(C)(C)NC(=O)Nc2ccc(OC)c(Cl)c2)CC1,-8,-2,-1,.,1,-5,.,.,-2,0
CC(NC(=O)c1cc(-c2ccncc2)nc2ccc(Br)cc12)C1CCCO1 (stereo unspecified),-8,4,-4,-7,-1,-6,-1,-14,2,7
C[C@H]1O[C@@H](O[C@H]2CC[C@@]3(C)C(CC[C@]4(C)C3C=C[C@]35OC[C@@]6(CCC(C)(C)C[C@H]63)[C@@H](O)C[C@]54C)[C@]2(C)CO)[C@H](O)[C@@H](O[C@@H]2O[C@H](CO)[C@@H](O)[C@H](O)[C@H]2O)[C@H]1O (stereo partly specified),5,1,0,-17,1,3,-8,2,-7,-7
CC(C)CN(CC(C)C)C(=O)c1cccc(S(=O)(=O)N2CCc3ccccc32)c1,-1,-5,-5,-2,-1,-3,-5,2,-6,-4
Cc1cc(=O)c(C(=O)c2ccccc2)c(C)o1,-3,1,2,1,-1,-2,-1,6,-7,-3
O=C(O)c1ccc(N/N=C/c2cccc(F)c2)cc1,2,4,3,5,15,14,3,-4,2,14
CC(C)(O)C(=O)NNC(=S)NCc1ccco1,5,-4,-1,0,0,13,-2,8,-6,-8
CC(C)[C@@H]1Cc2[nH]n(C)c(=O)c2[C@H](c2ccc(Cl)cc2)O1,-2,0,2,.,-2,6,3,-2,-3,1
CC(C)C(=O)N=C1NC(=O)CS1,0,55*,-2,5,0,11,-1,2,2,3
COc1ccc(N(C(C)C(=O)N/N=C(\C)C(C)(C)C)S(C)(=O)=O)cc1 (stereo unspecified),5,1,3,-4,-1,3,-5,0,7,1
Cc1c(C(=O)OC(C)C)sc(NC(=O)c2cccnc2)c1C#N,-4,2,0,0,1,-4,21,5,2,17
OCCC1CN(Cc2cccn2-c2cccnc2)CCN1Cc1ccccc1 (stereo unspecified),-8,-1,-6,5,1,3,-9,2,-5,1
Cc1ccc(N/C(CSC(N)=O)=N\S(=O)(=O)c2ccc(C)cc2)cc1,5,1,-2,-1,2,-3,-1,1,6,6
Cc1onc(C(=O)N2CCC(C(N)=O)CC2)c1-c1ccccc1Cl,3,2,3,1,1,1,-2,1,5,6
COc1nnc(OC)c2ccccc12,3,2,-3,-1,4,-5,-2,-3,3,-4
Cc1c(NC(=O)COc2ccccc2Cl)c(=O)n(-c2ccccc2)n1C,1,0,0,1,0,-3,1,-2,-2,0

# These rows are one share of the data (hit frequency here may not be typical).
